Source: PubChem BioAssay (Sanford-Burnham Center for Chemical Genomics)
EBI2 block – antagonists of human EBI2 receptor | EBI2 beta-arrestin recruitment, luminescence, 7a,25-OHC stimulated | inhibition, % at 5 µM | 0.81% of 360,000 active | P32249; in the data active = inhibition above about 38%;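 also: enzyme fragment complementation signal reports receptor beta-arrestin coupling in cells; 0% = agonist plus DMSO wells and 100% = wells without agonist; some results beyond the cut were filed as inactive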
Target sequence (P32249 whole entry, looked up, the tested form may be a part): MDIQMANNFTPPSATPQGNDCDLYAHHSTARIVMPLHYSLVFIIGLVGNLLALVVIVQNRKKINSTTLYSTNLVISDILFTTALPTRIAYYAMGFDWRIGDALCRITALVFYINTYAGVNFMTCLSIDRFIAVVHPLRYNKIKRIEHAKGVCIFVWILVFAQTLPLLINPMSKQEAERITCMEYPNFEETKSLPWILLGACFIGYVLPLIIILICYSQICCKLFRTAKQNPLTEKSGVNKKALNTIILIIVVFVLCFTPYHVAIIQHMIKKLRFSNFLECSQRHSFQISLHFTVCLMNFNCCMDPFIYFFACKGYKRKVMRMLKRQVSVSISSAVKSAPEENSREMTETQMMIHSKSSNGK
697 NFkB inh – lowers PMA/ionomycin-induced NF-kB signal in 697 B cells; 697 B-cell NF-kB luciferase reporter, 16 h; inhibition, % at 4 µM; 0.33% of 330,000 active; in the data active = inhibition above about 35%
UBC13 inh – human UBC13 polyubiquitination inhibition; P61088; UBC13 polyubiquitin chain formation, TR-FRET; inhibition, % at 20 µM; 0.47% of 330,000 active; in the data active = inhibition above about 45%, passing the limit was not always enough; inconclusive = no clear call, values can overlap the other calls
Target sequence (P61088 whole entry, looked up): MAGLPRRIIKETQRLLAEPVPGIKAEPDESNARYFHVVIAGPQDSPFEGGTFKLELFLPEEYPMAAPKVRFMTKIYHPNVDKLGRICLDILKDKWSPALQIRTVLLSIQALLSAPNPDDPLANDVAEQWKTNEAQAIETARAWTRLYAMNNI
SENP8 inh – inhibitors of human SENP8 protease | Q96LD8 | purified SENP8, Z-RLRGG-aminoluciferin cleavage, luminescence | inhibition, % at 10 µM | 1.2% of 330,000 active
Target sequence (Q96LD8 whole entry, looked up): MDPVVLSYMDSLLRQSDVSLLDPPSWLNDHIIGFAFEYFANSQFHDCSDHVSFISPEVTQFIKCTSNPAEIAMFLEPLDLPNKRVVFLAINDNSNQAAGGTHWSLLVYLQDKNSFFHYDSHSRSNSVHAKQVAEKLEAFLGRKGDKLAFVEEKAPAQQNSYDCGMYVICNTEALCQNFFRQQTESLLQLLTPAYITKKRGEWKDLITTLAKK
Jurkat NFkB inh – lowers PMA/ionomycin-induced NF-kB signal in Jurkat cells; PMA/ionomycin-induced NF-kB luciferase reporter, luminescence; inhibition, % at 4 µM; 0.53% of 330,000 active; AID 435003
Apaf-1 inh – inhibitors of human Apaf-1 apoptosome | O14727 | AID 489030 | reconstituted apoptosome caspase-3 activity, DEVD-Rh110 fluorescence | inhibition, % at 20 µM | 0.71% of 330,000 active; active = inhibition of at least 40% at 20 µM;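 also: plate controls were DMSO wells for no effect and DEVD-CHO caspase inhibitor wells for full effect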
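Assay system: Apoptosome proteins | Medium: pH 7.5 Hepes buffer with CHAPS, BSA, DTT | Also added: Cytochrome c and DEVD-Rh110 substrate | Times: 30 min plus 50 min, RT | Detection: Rhodamine 110 fluorescence at Ex 480/Em 540 nm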
CCR6 antagonist – CCR6 (human) receptor antagonism; P51684; CHO-K1 CCR6 PathHunter beta-arrestin, luminescence, CCL20-stimulated; inhibition, % at 20 µM; 0.49% of 340,000 active; AID 493098;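 active = compounds whose inhibition of the agonist-driven luminescence signal at 20 µM reaches about 50%, limit read from the data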;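 also: cells stimulated with CCL20 at 14 nM final; plate controls were DMSO with CCL20 for no effect and DMSO without agonist for full effect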
Target sequence (P51684 whole entry, looked up): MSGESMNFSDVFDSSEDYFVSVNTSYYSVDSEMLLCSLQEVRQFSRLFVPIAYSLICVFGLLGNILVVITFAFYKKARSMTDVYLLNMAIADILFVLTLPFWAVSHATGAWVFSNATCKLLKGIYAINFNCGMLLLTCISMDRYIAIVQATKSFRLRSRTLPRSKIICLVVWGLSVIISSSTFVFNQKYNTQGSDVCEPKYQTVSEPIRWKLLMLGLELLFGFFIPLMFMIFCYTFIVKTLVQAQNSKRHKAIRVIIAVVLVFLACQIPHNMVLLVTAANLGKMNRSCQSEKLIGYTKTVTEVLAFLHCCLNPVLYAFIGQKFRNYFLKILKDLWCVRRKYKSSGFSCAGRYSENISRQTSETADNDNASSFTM
Gli-Sufu antag – blocks Gli-Sufu signaling in a luciferase reporter; Sufu-KO-LIGHT fibroblasts, Gli luciferase reporter luminescence; 0.74% of 340,000 active; inhibition, % at 5 µM;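 active = inhibition above about 55%, limit read from the data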;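 also: 0% = DMSO-treated cells and 100% = wells with medium but no cells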
* marks the source's active call; other numbers are inactive results; ? = inconclusive; . = no result given. Rule as the data show it, unless noted: active = inhibition above about 50%; inactive = the rest. This is a subset; rates above refer to the full screens.

SMILES	EBI2 block	697 NFkB inh	UBC13 inh	SENP8 inh	Jurkat NFkB inh	Apaf-1 inh	CCR6 antagonist	Gli-Sufu antag
NS(=O)(=O)c1cccc(NC(=O)COC(=O)CC2CC3CCC2C3)c1 (stereo unspecified)	-11	1	8	3	-1	-4	7	-14
CCCCn1c(=O)c(CCC(=O)OCC(=O)Nc2cccc3ccccc23)nc2ccccc21	-3	0	2	-4	12	3	17	1
O=C(CN(Cc1ccccc1)C(=O)c1cc2c(s1)CCC2)NCc1cccs1	23	20	-9	-7	1	25	23	7
CCCCOc1cccc(/C=C(\C#N)C(=O)NC2CC2)c1	15	16	7	13	-1	18	-2	6
CCOC(=O)C1CCN(S(=O)(=O)c2cn(C)c(C)n2)CC1	-4	10	5	-4	-4	-7	2	3
O=C(CN(CCCN1CCOCC1)C(=O)Cn1nnc(-c2ccc(F)cc2)n1)NC1CCCCC1	1	18	-1	-12	11	-1	3	24
Cc1cc(C(F)F)n2ncc(C(=O)NCc3ccccc3C(F)(F)F)c2n1	-2	5	6	-1	-5	18	-11	6
Cc1cc(C)nc(/N=C(\N)Nc2ccc(OCc3ccccc3)cc2)n1	-23	-53	31	-4	51*	26	-5	23
CCC1(C)C(Nc2c(C)cccc2C)=NC(=S)N1c1ccc(NC(C)=O)cc1 (stereo unspecified)	-2	-40	-22	-2	-11	1	-3	18
CCOc1ccccc1N(CC(=O)NC1CCCCC1)C(=O)c1nsc(Cl)c1Cl	2	20	14	9	-5	0	14	5
COCCN(Cc1cc2cccc(C)c2n2nnnc12)C(=O)C(F)(F)F	0	15	10	1	27	-10	4	14
CCc1ccc(NC(=O)CCCn2nc(CC)n3c(cc4occc43)c2=O)cc1	-6	-18	1	0	11	10	19	10
O=C(c1cc(F)ccc1F)C1CCCN(C(=O)CCCN2CCCCC2=O)C1 (stereo unspecified)	4	-1	-12	-3	-7	1	2	-8
CCN(C[C@H]1N[C@@](Cc2ccccc2)(C(=O)OC)[C@H]2C(=O)N(C)C(=O)[C@@H]12)C(=O)Nc1ccc(C)cc1	-8	8	-5	-15	3	6	8	-31
COc1ccc(NC(=O)/C(C#N)=C/c2ccc(Br)o2)cc1	3	-31	-10	-3	-35	7	8	6
CN(CC(=O)Nc1c(Cl)cccc1Cl)C(=O)CCc1nc2sc3c(c2c(=O)[nH]1)CCCC3	-7	5	-6	-6	17	7	9	-7
COc1ccc(/C=C2/C(=O)ON=C2c2ccccc2)cc1OC	-1	9	-9	-4	5	5	-15	-4
Cc1ccc(NC(=O)CNC(=O)Cc2cccc3ccccc23)nc1	-12	-1	-8	-7	-4	-2	4	-8
CN(C)c1ccc(N/C=C/C(=O)C(F)(F)F)cc1	-5	-36	-22	6	-14	5	8	0
Cc1ccc(Nc2cccccc2=O)cc1	-2	-52	-5	-4	-32	3	10	-45
O=C(NC(=S)Nc1ccc(CN2CCOCC2)cc1)c1ccc(-c2ccc(Br)cc2)o1	.	-28	-16	-4	-6	20	21	7
O=C(COC(=O)c1ccc2c(c1)OCCO2)NCc1ccccc1	-16	16	9	1	12	1	1	.
Cc1ccc(NC(=S)Nc2c(C)n(C)n(-c3ccccc3)c2=O)cc1Cl	-3	20	3	3	-2	-2	-4	7
O=C(CNCc1cccs1)Nc1cc(S(=O)(=O)N2CCCC2)ccc1Cl	-3	-10	-6	-5	3	-15	0	42
CCOC(=O)c1c(C)n(S(=O)(=O)c2ccc(C)cc2)c2ccc(O)c(C(=O)O)c12	-1	3	-3	2	9	6	3	30
CCOc1ccc(CCNS(=O)(=O)c2c(C)nc3scc(C)n3c2=O)cc1OCC	-6	-13	-7	-4	-3	4	12	-13
CCOc1ccc(-c2n[nH]c(C)c2-c2ccccn2)c(O)c1	8	-8	-2	-9	-12	3	4	7
CC(c1ccco1)N(C(=O)c1ccc(Cl)c([N+](=O)[O-])c1)c1ccccn1 (stereo unspecified)	-3	-1	-2	-8	-9	9	14	2
COc1ccc(NC(=O)c2[nH]c(C)c(C(C)=O)c2C)cc1S(=O)(=O)Nc1ccc(Br)cc1	5	7	1	-5	8	1	3	2
Nc1nc(SCc2ccc(Cl)cc2Cl)nc2nc3c(cc12)CCCC3	27	10	-5	-4	16	-3	11	15
Cc1cc(C)cc(NC(=O)c2cccc(NC(=O)C3C4CC5OC(=O)C3C5C4)c2)c1 (stereo unspecified)	-1	-25	-9	0	-24	20	9	5
CN1CCN(C(=O)C2=C[C@H](C3CC3)C[C@H](OCc3ccc(CO)cc3)O2)CC1	-2	24	-2	-8	12	6	0	-8
C=CCn1c(SCC(=O)NCc2ccco2)nnc1C1CCCCC1	-1	24	8	7	-10	0	1	-5
Clc1ccc(CSc2ncn(-c3ccccc3)n2)cc1	9	9	6	-4	2	11	11	6
COCCCN(C(=S)Nc1c(C)cc(C)cc1C)C(C)c1ccncc1 (stereo unspecified)	-14	2	6	3	18	1	-1	5
CCN(CC)S(=O)(=O)c1cccc(-c2nnc(SCC(=O)NC3CCCCCC3)n2N)c1	-2	-8	2	0	7	-4	-3	-4
Cc1ccc2[nH]c(=O)cc(C(=O)OCC(=O)c3ccc(F)cc3)c2c1	-3	13	7	3	1	-27	13	2
CCCOc1ccc(C(=O)NCCCn2ccnc2)cc1	-4	22	-5	-11	-10	-2	-6	1
COC(=O)CSc1nc2c(c(C3CC=CCC3)c1C#N)CCC2 (stereo unspecified)	16	3	0	-5	-15	9	23	1
CC(C)c1nnc(NC(=O)c2cccnc2)s1	-7	-14	-4	-20	-4	-6	-7	-6
CCOC(=O)c1c(C(F)(F)F)nc2ncccn12	-1	-5	0	3	-18	-4	2	-8
CCOc1ccc(S(=O)(=O)NCCC(=O)NC2CCCCC2)cc1	-5	-4	-5	-7	-8	6	10	-18
Cc1nn(C(=O)c2cccc([N+](=O)[O-])c2)c(C)c1Cl	-10	6	4	-4	3	-2	19	4
Cc1cc(C)c(NC(=S)N2CCC(N(C)CC3CCCO3)CC2)c(C)c1 (stereo unspecified)	-8	11	3	-5	14	-7	-2	-3
CN(C)c1ccc(C(=O)Nc2nnc(C3=COCCO3)o2)cc1	-6	17	-8	4	-5	-14	4	-8
COc1ccc(N2CCN(C(=O)c3ccc(-c4nc5ccccc5s4)o3)CC2)cc1	-6	-24	-4	2	-31	0	3	-6
CC(C)Cn1c(N)c(C(=O)CCl)c(=O)n(C)c1=O	-14	26	7	-8	-6	5	-9	3
COC(=O)c1ccc(CSc2ccc3nnc(-c4cccc(F)c4)n3n2)o1	5	-63	6	-10	-10	18	-2	20
CC(C)(C)N(Cc1cc2ccccc2[nH]c1=O)C(=O)c1cccc([N+](=O)[O-])c1	-3	2	12	-4	2	-23	3	15
CC(=O)c1cccc(NC(=O)CN2C(=O)c3ccccc3C2=O)c1	4	9	4	-6	3	1	4	2
CC1=CC(C)(C)Nc2ccc(OC(=O)CN3C(=O)c4ccccc4C3=O)cc21	-7	59*	3	-5	-2	22	3	12
COc1nc(NCC(C)C)nc(Oc2ccc(=O)n(-c3ccccc3)n2)n1	-5	-12	4	-4	5	-5	-4	-7
NS(=O)(=O)c1ccc(NC(=O)COC(=O)C23CC4CC(CC(C4)C2)C3)cc1	-1	-12	6	3	-2	-2	0	-5
CN(C(=O)Nc1ccccc1)n1cnc2ccccc2c1=O	0	13	6	-3	13	-7	0	9
O=C(O)c1cc(-c2cccs2)nn1-c1cccc(Cl)c1	-7	19	22	0	8	-14	-7	-14
COc1ccccc1C(=O)Nc1ccc(C(=O)N2CCCC2)cc1	3	23	6	-12	14	-25	-13	-9
Cc1ccc(S(=O)(=O)NC(=O)c2ccc(-c3ccc(-c4ccccc4)cc3)o2)c(C)c1	.	-10	-29	5	-13	31	.	.
Cc1[nH]c2ccccc2c1C(=O)CSc1ncn[nH]1	-4	25	-6	-4	14	0	-11	-3
OCc1nc2ccccc2n1CCOc1ccccc1	2	10	8	-5	4	-12	11	3
O=S(=O)(c1cccc(S(=O)(=O)N2CCOCC2)c1)N1CCCCCC1	-9	4	-1	1	8	-13	-6	1

4 of these compounds, set out differently.
SMILES: CC(C)Cn1c(N)c(C(=O)CCl)c(=O)n(C)c1=O
- EBI2 block: -14
- 697 NFkB inh: 26
- UBC13 inh: 7
- SENP8 inh: -8
- Jurkat NFkB inh: -6
- Apaf-1 inh: 5
- CCR6 antagonist: -9
- Gli-Sufu antag: 3

SMILES: CC(=O)c1cccc(NC(=O)CN2C(=O)c3ccccc3C2=O)c1
- EBI2 block: 4
- 697 NFkB inh: 9
- UBC13 inh: 4
- SENP8 inh: -6
- Jurkat NFkB inh: 3
- Apaf-1 inh: 1
- CCR6 antagonist: 4
- Gli-Sufu antag: 2

SMILES: O=C(O)c1cc(-c2cccs2)nn1-c1cccc(Cl)c1
- EBI2 block: -7
- 697 NFkB inh: 19
- UBC13 inh: 22
- SENP8 inh: 0
- Jurkat NFkB inh: 8
- Apaf-1 inh: -14
- CCR6 antagonist: -7
- Gli-Sufu antag: -14

SMILES: NS(=O)(=O)c1ccc(NC(=O)COC(=O)C23CC4CC(CC(C4)C2)C3)cc1
- EBI2 block: -1
- 697 NFkB inh: -12
- UBC13 inh: 6
- SENP8 inh: 3
- Jurkat NFkB inh: -2
- Apaf-1 inh: -2
- CCR6 antagonist: 0
- Gli-Sufu antag: -5

Later entries:
SMILES	EBI2 block	697 NFkB inh	UBC13 inh	SENP8 inh	Jurkat NFkB inh	Apaf-1 inh	CCR6 antagonist	Gli-Sufu antag
NCCN1C(=O)S/C(=C\c2ccc3c(c2)OCO3)C1=O	-7	3	-10	-1	-10	3	0	19
CN(C)C(=O)c1snnc1-c1ccccc1	0	-17	-4	-4	-11	-1	2	0
O=C(Nc1ccc2c(c1)OCCO2)C(=S)NCc1ccccc1	6	-2	-2	1	-25	9	16	-17
C=CCn1c(SCc2nc3sc4c(c3c(=O)[nH]2)CCCC4)nc2ccccc2c1=O	8	-22	-13	5	-1	-8	2	9
Cc1cc(=O)[nH]c(SCC(=O)c2ccc(O)c(O)c2)n1	-12	2	1	-7	5	-7	5	21
COc1ccc(NC(=O)CCNC(=O)c2ccco2)cc1S(=O)(=O)N(C)C	-2	16	8	1	-7	0	-3	-11
O=C(CNC(=O)Cc1ccccc1)NCC(=O)OCC(=O)c1ccc(Cl)cc1	-11	-8	0	-8	-8	-15	16	-2
COc1ccc(S(=O)(=O)N2CCN(C(=O)N3CCOCC3)C2C)cc1 (stereo unspecified)	1	22	5	4	-10	3	-10	-11
CCN(CC)CCNC(=O)C(=O)NCC1OCCN1S(=O)(=O)c1ccc(Cl)cc1 (stereo unspecified)	-6	8	9	-12	-1	10	7	2
Nc1ccc2nc(SCC(=O)N3CCN(c4ccccc4)CC3)sc2c1	-4	-122	-16	2	35	0	11	5
CCCN1CCC(NC(=O)c2cccc(Oc3ccccc3)c2)CC1	3	-26	0	-2	-20	4	2	1
Cc1cccc(NC(=O)Nc2ccc(Cl)cc2)n1	14	-103	2	-3	-71	-1	-5	-62
O=C(NC1CCSc2ccccc21)c1cccc(OC(F)F)c1 (stereo unspecified)	-2	-16	1	-4	-10	21	13	-67
O=C(NC1CCCCC1)c1ccc(S(=O)(=O)c2ccccc2)cc1	5	-1	4	1	-3	6	4	-3
Brc1ccc(OCc2ccccc2)c(CNCc2ccncc2)c1	6	-9	15	4	2	-2	-11	5
CCCNCC1C(Oc2ccc(Cl)cc2)C(=O)N1c1ccccc1C (stereo unspecified)	-6	13	13	-2	0	7	5	3
O=C(Nc1ccc2nc(-c3ccco3)c(-c3ccco3)nc2c1)NC1CC1	0	-33	?	9	-21	47*	20	20
CC1=NNC(=O)C1CC(=O)N/N=C(\C)c1cccs1 (stereo unspecified)	1	-18	-11	-6	-4	-1	3	-14
COc1ccc(-c2ccc(-c3noc(C4CCCCC4)n3)c(OC)n2)cc1	38	14	21	3	-9	19	5	-24
CCOC(=O)c1ccc(-c2c(C)cc3oc(=O)cc(-c4ccccc4)c3c2C)cc1	6	23	.	.	.	19	32	4
O=C(CCCn1c(=O)[nH]c2ccccc2c1=O)N1CCN(c2ccccn2)CC1	-8	-9	0	-14	-5	14	-8	5
CCCCCCC(=O)Nc1ccc(S(=O)(=O)Nc2onc(C)c2C)cc1	-9	-13	-1	-11	8	14	11	-1
COc1ccc2c(C)cc(SC3CCOC3=O)nc2c1 (stereo unspecified)	-4	-11	8	-2	2	-8	-2	-2
C=CCn1c(SCc2c(C)noc2C)nc2sc3c(c2c1=O)CCCCC3	32	-64	-4	-3	7	27	-13	4
